HIF act: HIF pathway transcriptional activation; U2OS HRE-luciferase reporter, luminescence; normalized: DMSO 0%, desferrioxamine 100%; activation, % at 7.5 µM (by protocol); hit rate 0.32% among 300,000; AID 1910;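 active means mean activation of at least 10% of the iron chelator positive control signal, with at least half of replicates also reaching 10%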
KLF5 inhibitor: inhibitors of KLF5 expression; hit rate 0.23% among 290,000; inhibition, % at 5 µM; DLD-1 KLF5 promoter-luciferase reporter, luminescence;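 active means inhibition above a per-plate limit of that plate's mean compound inhibition plus 3 SD, cut at about 60% in these data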;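 further: 0% = DMSO wells and 100% = LY294002 at 200 µM; higher means less KLF5 promoter-driven luciferase light; inactives centre near -14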
GSK3A inh: blocks human GSK-3 alpha kinase; hit rate 0.1% among 320,000; AID 2650; ADP-Glo luminescence, 60 min; P49840; inhibition, % at 10 µM;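 in the data active means inhibition above about 50%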;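 further: GST-tagged GSK-3 alpha with peptide substrate and 25 µM ATP; 0% = DMSO neutral wells and 100% = GW8510 positive control wells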
Target sequence (P49840 whole entry, looked up): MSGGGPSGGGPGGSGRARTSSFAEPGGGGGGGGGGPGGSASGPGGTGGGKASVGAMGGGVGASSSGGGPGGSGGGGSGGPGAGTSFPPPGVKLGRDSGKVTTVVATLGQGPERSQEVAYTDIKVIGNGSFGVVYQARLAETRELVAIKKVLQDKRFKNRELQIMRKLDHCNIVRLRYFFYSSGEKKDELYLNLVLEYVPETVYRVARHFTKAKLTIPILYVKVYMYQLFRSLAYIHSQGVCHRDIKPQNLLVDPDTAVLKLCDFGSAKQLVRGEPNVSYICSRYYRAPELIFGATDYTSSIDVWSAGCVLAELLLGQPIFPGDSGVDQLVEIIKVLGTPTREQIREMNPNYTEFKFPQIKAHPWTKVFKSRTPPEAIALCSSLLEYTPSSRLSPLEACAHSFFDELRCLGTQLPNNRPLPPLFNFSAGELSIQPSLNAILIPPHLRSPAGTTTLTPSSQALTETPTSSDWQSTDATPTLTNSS
AI-2 QS mod: Vibrio harveyi AI-2 quorum sensing modulation | hit rate 0.4% among 300,000 | activity change, % at 7.5 µM | AID 2094 | Vibrio harveyi JMH597 AI-2 luminescence/OD600 ratio, 9 h; hits give low values; strain lacks LuxN and CqsS sensors; 0 = neutral-control median; in the data active means activity change below about -75%, passing the limit was not always enough;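 further: luminescence divided by OD600 gain over 9 h not by final OD600 alone; inactives centre near 13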
HSF1 activator: increases HSF-1 driven luciferase reporter signal | NIH3T3-HGL HSF-1 luciferase reporter, MG132, 8 h; 100% = twice DMSO control signal | activation, % at 9 µM | hit rate 1.7% among 300,000 | AID 504408;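 active means mean replicate activation of at least 50% with a set share of replicates each reaching 50%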;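 further: 0% = median of the neutral control wells and 100% = twice that signal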
aSyn UTR inh: MLPCN primary screen, SNCA 5' untranslated region | inhibition, % (tested at 7.5 µM) | hit rate 0.82% among 300,000 | alpha-synuclein 5'UTR reporter, inhibitor activity; in the data active means inhibition above about 60%;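 further: H4 neuroglioblastoma cells stably carrying SNCA 5'UTR luciferase fusion; 0% = DMSO wells and 100% = positive control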
IEC-6 tox: counter-screen for KLF5 inhibitors: cytotoxicity in IEC-6 cells. IEC-6 cytotoxicity, luminescence viability. inhibition, % at 5 µM. hit rate 0.78% among 290,000. AID 1825; in the data active means inhibition above about 22%;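 further: 0% = plate median of test compound wells and 100% = cytotoxic reference compound wells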
HSF1 inhib: HSF1 inhibition | NIH3T3-HGL HSE-luciferase, MG132-induced, luminescence 8 h; hits give low values | activity change, negative = inhibition, % at 7.5 µM (by protocol) | hit rate 0.77% among 300,000 | AID 2098;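 active means more than half of replicate wells show activity change below -50%, luminescence cut by over half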;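 further: luciferase reports HSF-1 transcriptional activity via heat shock element; 0% = median of DMSO wells and -100% = zero luminescence signal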
GSK3B inh: human GSK3beta kinase inhibition; P49841; GST-GSK3beta kinase, ADP-Glo luminescence, 60 min; hits give low values; activity score (negative = inhibition), % at 10 µM; hit rate 0.038% among 300,000; AID 2097;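 active means more than half of replicate wells score below -50%, meaning over 50% inhibition versus plate controls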;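 further: 0% = median DMSO wells and -100% = median GW8510 positive control wells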
Target sequence (P49841 whole entry, looked up): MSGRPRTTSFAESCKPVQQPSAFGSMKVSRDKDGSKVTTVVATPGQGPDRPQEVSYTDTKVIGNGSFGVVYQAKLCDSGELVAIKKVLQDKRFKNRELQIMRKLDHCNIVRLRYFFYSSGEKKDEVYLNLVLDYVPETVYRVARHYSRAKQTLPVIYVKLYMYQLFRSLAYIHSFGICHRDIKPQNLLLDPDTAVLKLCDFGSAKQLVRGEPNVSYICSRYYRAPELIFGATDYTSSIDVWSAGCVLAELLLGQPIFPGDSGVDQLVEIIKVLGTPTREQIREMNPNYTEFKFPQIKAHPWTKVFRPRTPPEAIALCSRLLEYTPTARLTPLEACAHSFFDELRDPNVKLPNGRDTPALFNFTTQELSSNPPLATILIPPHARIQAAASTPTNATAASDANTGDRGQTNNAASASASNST
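Assay system: GST-tagged human GSK3beta kinase, cell-free; Input: 1.6 ng GSK3beta; Medium: Tris/MgCl2 kinase buffer; Timing: 60 min enzyme reaction, room temperature; Signal: ADP-Glo luminescence quantifying ADP generated by kinase; Evaluation: score relative to plate controls; Benchmarks: DMSO neutral wells and GW8510 at 20 µM as positive.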
HSP90 inh: inhibitors of HSP90 luciferase refolding in rabbit reticulocyte lysate; AID 1789; inhibition, % at 5.6 µM; luciferase refolding luminescence, 3 h; hit rate 0.91% among 290,000;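 active means inhibition above the screen-wide mean plus 3 SD, computed separately per campaign, cut at about 16% in these data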;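 further: 0% = DMSO wells and 100% = 60 µM geldanamycin wells; inhibitors lower the luminescence because luciferase stays unfolded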
Starred values were filed as active, the others as inactive; · = not tested or not shown.

compound	HIF act	aSyn UTR inh	IEC-6 tox	HSF1 inhib	GSK3B inh	GSK3A inh	AI-2 QS mod	HSF1 activator	HSP90 inh	KLF5 inhibitor
COc1ccccc1N1CCN(C(=O)CCc2ccccc2)CC1	-5.4	-17	-4	-3	1	1	21	6	6	-46
COc1ccc(NC(=O)c2cccc(F)c2)cc1Cl	2.3	-206	-5	25	2	-1	0	40	0	-140
O=C(Nc1ccnn1C1CCN(C(=O)c2cccc(C(F)(F)F)c2)CC1)C1CC1	0.2	-4	-2	0	2	-2	12	3	-6	-5
CCCNC(=O)CS(=O)Cc1nc(-c2ccc(OC)cc2)oc1C (centres undefined)	0.0	-34	-6	-7	1	2	3	1	-4	-16
c1ccc2c(c1)CCN(c1ncnc3nc[nH]c13)C2	0.0	15	3	1	2	21	11	-1	-2	-9
Cc1c(NCc2nc3ccccc3[nH]2)c(=O)n(-c2ccccc2)n1C	0.0	-20	6	-5	-1	1	38	-5	-1	-26
CC(Sc1nnc(N)s1)C(=O)Nc1nccs1 (centres undefined)	-0.2	16	-2	2	3	8	55	5	-3	-7
O=C(Nc1cccc(Cl)c1Cl)Nn1cnnc1	-0.3	0	-2	1	2	-1	13	2	-3	-17
O=C1/C(=C/c2ccc(O)cc2)SC(=S)N1CC1CCCO1 (centres undefined)	0.6	-10	5	7	-1	2	12	2	2	-6
CC(C)[C@H](NC(=O)OC(C)(C)C)C(=O)NCC1CCC(C(=O)N[C@@H](Cc2ccccc2)C(=O)O)CC1 (some centres undefined)	-2.2	13	4	-59*	-5	-1	-9	-67	2	18
CC(C)n1cnnc1SCC(=O)NC(=O)c1ccccc1	-0.2	0	·	-7	-1	0	5	-6	·	·
COCc1cc(C)nc(SCC(=O)NCC2CCCO2)c1C#N (centres undefined)	-0.1	-2	3	-5	·	-2	·	16	-1	5
O=C1CS/C(=N\NC(=O)c2ccccc2)N1	-1.0	16	7	2	-1	-5	12	2	5	-15
COc1ccc(CCn2c(-c3ccncc3)n[nH]c2=S)cc1OC	0.1	-1	-9	-9	8	-1	22	-15	0	-4
CC(C)NC(=O)C1(c2ccccc2)CC1(Cl)Cl (centres undefined)	-0.2	-3	-2	1	-1	-1	16	-1	-5	7
O=C(NCc1ccco1)/C(=C\c1cccs1)NC(=O)c1ccccc1	-0.6	-25	-2	-1	-1	-3	-3	-5	-1	-17
Cc1cc(C)cc(C(=O)NCC(=O)OCC(=O)Nc2ccc(C)cc2Br)c1	-0.9	-11	-1	12	-1	-5	0	4	0	-35
C=CCN1C(=O)CSc2ccc(C(=O)OCC)cc21	-0.2	8	1	2	-3	-7	13	11	0	-38
COc1cccc(NC(=O)Cn2c(=O)oc3ccccc32)c1	0.2	-9	-2	3	1	-6	30	12	6	-35
CC(C)(C)c1ccc(S(=O)(=O)N2CC(=O)Nc3ccccc32)cc1	-0.4	12	0	2	-4	-1	13	10	-7	-7

Shown as labelled records: part of the list above
canonical_smiles: O=C(Nc1cccc(Cl)c1Cl)Nn1cnnc1
  HIF act: -0.3 | aSyn UTR inh: 0 | IEC-6 tox: -2 | HSF1 inhib: 1 | GSK3B inh: 2 | GSK3A inh: -1 | AI-2 QS mod: 13 | HSF1 activator: 2 | HSP90 inh: -3 | KLF5 inhibitor: -17
canonical_smiles: CC(C)n1cnnc1SCC(=O)NC(=O)c1ccccc1
  HIF act: -0.2 | aSyn UTR inh: 0 | IEC-6 tox: · | HSF1 inhib: -7 | GSK3B inh: -1 | GSK3A inh: 0 | AI-2 QS mod: 5 | HSF1 activator: -6 | HSP90 inh: · | KLF5 inhibitor: ·

The listing continues.
compound	HIF act	aSyn UTR inh	IEC-6 tox	HSF1 inhib	GSK3B inh	GSK3A inh	AI-2 QS mod	HSF1 activator	HSP90 inh	KLF5 inhibitor
Cc1cc(C(=O)OCC(=O)Nc2cc(S(=O)(=O)N3CCOCC3)ccc2Cl)c(C)o1	0.3	-8	-3	6	2	0	26	18	-1	-9
CCc1nnc(NC(=O)[C@@H](NC(=O)c2ccc(C(C)(C)C)cc2)C(C)C)s1	0.4	6	-5	-3	-4	-1	11	9	-3	-26
COc1cc(/C=C(\C#N)C(=O)Nc2ccccn2)ccc1O	-0.3	-22	-3	-3	-2	-4	33	23	-2	-41
CCn1c(C)c(C(C)=O)c(N2CCN(C(=O)c3ccco3)CC2)nc1=S	-0.1	8	-6	-2	2	-1	5	5	2	-34
O=c1ccnc2n1COCS2	-0.3	2	3	-3	1	1	-24	8	3	10
Cc1cccc(C)c1NC(=O)CCCSc1nc2ccccc2s1	0.5	-45	-1	4	-1	-1	24	4	0	-31
CCc1ccc2ncc(S(=O)(=O)c3ccc(C)c(C)c3)c(N3CCCC3)c2c1	0.4	22	4	17	0	0	5	38	2	-7
Cc1ccccc1NC1C=CS(=O)(=O)C1 (centres undefined)	0.4	1	3	0	3	2	13	-3	-3	-19
N#C/C(=C\c1cn(-c2ccccc2)nc1-c1cccnc1)c1nnc2n1CCCCC2	0.1	32	4	-4	2	-1	19	-15	6	3
COc1ccccc1N1CCN(c2nc(C)nc3c2oc2ccccc23)CC1	0.0	90*	80*	-9	2	-3	-2	-18	2	67*
COc1ccccc1C(=O)Nc1ccnn1C1CCN(CCCC2CCCC2)CC1	0.0	23	3	11	2	-5	9	33	1	-25
O=C(NCCN1CCc2ccccc2C1)C1CCN(S(=O)(=O)N2CCC3(CC2)OCCO3)CC1	-0.1	-4	0	-11	1	-3	28	-13	0	-26
O=S(=O)(Cc1ccccc1Cl)NCCc1ccc(F)cc1	0.5	12	2	11	-6	-1	17	7	3	4
CCNC(=S)N(Cc1ccc2c(c1)OCO2)C1CC(=O)N(c2ccc(OC)cc2)C1=O (centres undefined)	-0.3	8	-8	-6	2	-2	-2	6	-1	-21
CN(C)CCCNc1ncnc2sc(-c3ccccc3)cc12	0.1	-31	-5	-9	-22	7	6	-9	-2	-25
Cc1ccc(N2C(=O)[C@@H]3C(c4cccnc4)=NO[C@@H]3C2=O)cc1	-0.7	-22	2	7	1	-2	6	2	0	-12
CSc1cccc(NC(=S)N(Cc2ccccc2)Cc2ccccn2)c1	1.8	-25	7	3	-2	-4	-3	8	8	3
COCCN1CCCC(CNCc2cn(C)nc2-c2ccc(Oc3ccccc3)cc2)C1 (centres undefined)	-1.2	9	15	-3	-1	1	11	-12	3	23
Cc1cc2nc(CCN(C(=S)NCC(C)C)C3CCCC3)[nH]c2cc1C	0.3	5	8	14	2	7	42	13	2	8
Cc1cc(C)c(S(=O)(=O)N(C)CC(=O)NCCN2CCOCC2)c(C)c1	-9.5	-5	-3	2	-1	0	-12	-3	-2	-9
Cc1[nH]c2ccccc2c1C(c1ccccn1)N1CCC(C)CC1 (centres undefined)	-0.4	19	3	-6	2	1	1	-1	46*	-49
Cc1cc(C)n(CC(O)Cn2ccc3ccccc32)n1 (centres undefined)	-0.1	16	7	2	·	-3	·	-5	6	-17
O=S(=O)(NCc1ccccc1)c1cccc2nsnc12	-0.2	3	7	-46	-3	-3	3	-59	3	5
Cc1cc(C)cc(N2Cc3ccccc3C2)c1	0.2	-31	1	-10	0	-1	31	-28	2	-43
CC(C)C(=O)NNc1nc2ccccc2s1	2.4	-73	1	7	0	-2	9	34	-3	-59
Cn1c2c(c(=O)n(C)c1=O)C(c1ccccc1Cl)CC(=O)N2 (centres undefined)	-0.4	22	-3	-4	2	1	5	6	-3	-4
COc1cccc(N/C(SCc2ccccc2F)=C(/C#N)C(=O)NCc2cccs2)c1	0.4	16	0	28	-1	·	-2	63*	6	-36
O=C(CNC(=O)Cc1cccc2ccccc12)NCc1ccc(F)cc1	-0.9	15	0	4	·	-2	·	-4	4	-9
COc1ccccc1N1CCN(CC(=O)Nc2cccc(F)c2)CC1	-0.6	-2	4	7	-2	-3	35	28	5	6

In the list so far, 11 have an aryl methoxy group.
compound	HIF act	aSyn UTR inh	IEC-6 tox	HSF1 inhib	GSK3B inh	GSK3A inh	AI-2 QS mod	HSF1 activator	HSP90 inh	KLF5 inhibitor
COc1ccccc1N1CCN(C(=O)CCc2ccccc2)CC1	-5.4	-17	-4	-3	1	1	21	6	6	-46
COc1ccc(NC(=O)c2cccc(F)c2)cc1Cl	2.3	-206	-5	25	2	-1	0	40	0	-140
CCCNC(=O)CS(=O)Cc1nc(-c2ccc(OC)cc2)oc1C (centres undefined)	0.0	-34	-6	-7	1	2	3	1	-4	-16
COc1ccc(CCn2c(-c3ccncc3)n[nH]c2=S)cc1OC	0.1	-1	-9	-9	8	-1	22	-15	0	-4
COc1cccc(NC(=O)Cn2c(=O)oc3ccccc32)c1	0.2	-9	-2	3	1	-6	30	12	6	-35
COc1cc(/C=C(\C#N)C(=O)Nc2ccccn2)ccc1O	-0.3	-22	-3	-3	-2	-4	33	23	-2	-41
COc1ccccc1N1CCN(c2nc(C)nc3c2oc2ccccc23)CC1	0.0	90*	80*	-9	2	-3	-2	-18	2	67*
COc1ccccc1C(=O)Nc1ccnn1C1CCN(CCCC2CCCC2)CC1	0.0	23	3	11	2	-5	9	33	1	-25
CCNC(=S)N(Cc1ccc2c(c1)OCO2)C1CC(=O)N(c2ccc(OC)cc2)C1=O (centres undefined)	-0.3	8	-8	-6	2	-2	-2	6	-1	-21
COc1cccc(N/C(SCc2ccccc2F)=C(/C#N)C(=O)NCc2cccs2)c1	0.4	16	0	28	-1	·	-2	63*	6	-36
COc1ccccc1N1CCN(CC(=O)Nc2cccc(F)c2)CC1	-0.6	-2	4	7	-2	-3	35	28	5	6

Compounds as they come (roughly 4.7% active in at least one column).
